# ABCB6 inh 2: inhibitors of human ABC transporter ABCB6; actives 0.19% (n = 360,000); Q9NP58; AID 602162; fluorescence ratio to DMSO, % at 10 µM; K562-ABCB6 porphyrin accumulation, flow cytometry, 1 h; stronger effect = lower value;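 active means fluorescence ratio to DMSO below 75%, the collection mean minus 3 SD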;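 further: signal is porphyrin accumulated inside mitochondria; 100% equals median channel fluorescence of DMSO control wells; lower ratio means ABCB6 inhibition with less porphyrin fluorescence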
# Target sequence (Q9NP58 whole entry, looked up): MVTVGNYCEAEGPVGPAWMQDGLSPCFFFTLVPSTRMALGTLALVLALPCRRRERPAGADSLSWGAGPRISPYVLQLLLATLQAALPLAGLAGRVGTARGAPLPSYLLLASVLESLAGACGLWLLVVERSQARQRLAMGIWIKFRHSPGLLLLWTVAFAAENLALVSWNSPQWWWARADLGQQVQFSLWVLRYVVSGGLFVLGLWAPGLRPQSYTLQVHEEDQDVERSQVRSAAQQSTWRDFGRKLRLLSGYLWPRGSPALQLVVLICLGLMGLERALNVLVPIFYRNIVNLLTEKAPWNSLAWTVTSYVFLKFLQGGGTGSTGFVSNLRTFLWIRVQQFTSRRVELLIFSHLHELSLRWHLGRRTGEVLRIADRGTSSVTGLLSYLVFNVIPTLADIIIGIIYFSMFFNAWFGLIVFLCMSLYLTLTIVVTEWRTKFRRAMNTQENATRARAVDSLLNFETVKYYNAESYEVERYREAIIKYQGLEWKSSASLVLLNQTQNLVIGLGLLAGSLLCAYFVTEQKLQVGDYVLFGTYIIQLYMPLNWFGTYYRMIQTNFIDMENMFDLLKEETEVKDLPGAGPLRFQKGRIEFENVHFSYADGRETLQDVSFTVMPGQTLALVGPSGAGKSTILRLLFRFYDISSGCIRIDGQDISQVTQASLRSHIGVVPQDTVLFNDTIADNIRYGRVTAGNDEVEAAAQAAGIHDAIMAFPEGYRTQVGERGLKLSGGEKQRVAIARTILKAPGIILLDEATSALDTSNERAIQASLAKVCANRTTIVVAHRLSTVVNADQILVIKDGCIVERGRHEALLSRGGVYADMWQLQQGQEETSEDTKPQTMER
# iPSC survival up: enhancers of human iPSC single-cell survival. hiPSC single-cell survival, ATPlite luminescence; 100% = ROCK inhibitor wells, 0% = DMSO. survival enhancement, % at 20 µM. AID 602274. actives 0.044% (n = 360,000); in the data active means survival enhancement above about 18%;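 further: cells exposed to compounds for 16 hours before the ATP read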
# Vif imaging: HIV Vif inhibition. HEK293T cells, Vif self-association by quenched fluorescence, imaging, 24 h. inhibition, % at 7.49 µM. actives 0.35% (n = 340,000). AID 602346; in the data active means inhibition above about 50%, passing the limit was not always enough; further: some results filed as inactive read as strong as hits
# Exocytosis inh: lytic granule exocytosis inhibition; TALL-104 LAMP-1 surface exposure, flow cytometry; cells stimulated with thapsigargin and PMA; inhibition, % at 10 µM; actives 0.66% (n = 360,000); AID 651702;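 active means inhibition above about 55%, limit read from the data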
# m5-HT2A agonist: agonists of mouse serotonin 5-HT2A receptor (HTR2A). P35363. CHO-K1 mHTR2A beta-arrestin complementation, luminescence; percent of 30 µM serotonin response. activation, % at 7.6 µM. actives 0.66% (n = 360,000);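 active means activation above a run cutoff, the mean activation of all tested compounds plus 3 SD, cut at about 14% in these data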;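 further: 0% = plate median of compound wells and 100% = 30 µM serotonin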
# H9c2 protect: modulators protecting cardiomyocytes from myocardial damage. H9c2 cardiomyocytes, H2O2 injury protection, ATPLite, 2 h. protection from H2O2 cell death, % at 20 µM. actives 0.63% (n = 360,000);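 active means compounds giving at least 50% protection of heart cells from peroxide-induced death in the single-dose screen, raw or plate-pattern-corrected value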;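 further: 0% = DMSO wells with peroxide and 100% = DMSO wells without peroxide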
# CaV13 FRET inh: Disruptors of the CACNA1D IQ motif to Ca2+-dependent inactivation inhibitor domain association, primary screening, Förster resonance energy transfer in intact living …; HEK cells, CFP/YFP FRET ICDI-IQ, plate reader, 10 min; percent FRET-ratio fall versus neutral wells; inhibition, % at 12.3 µM; actives 0.098% (n = 340,000);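 active means mean replicate inhibition of at least 30% and at least 1% of replicates passing that level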;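 further: 0% = median of the neutral control wells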
# N-glyco inh: N-linked glycosylation inhibition; D54 ERlucT glycosylation luciferase reporter, 24 h; percent of 100 nM tunicamycin response; actives 0.23% (n = 360,000); reporter increase, % at 12.5 µM;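 active means mean luciferase reporter signal, scaled so untreated is 0 and the glycosylation-blocking control 100, at or above a set limit in every replicate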;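 further: luciferase carries N-glycosylation sites so blocking glycosylation raises the light; 0% = median of neutral control wells and 100% = median of 100 nM tunicamycin wells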
# aDG glyco act: alpha-DG glycosylation activation; Pro5-aDG cells, alpha-DG glycosylation AlphaScreen (IIH6); 0% Pro5, 100% B10-LARGE cell signal; activation, % at 10 µM; actives 0.22% (n = 360,000);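 active means activation of at least 8% versus controls, or a plate z-score of at least 8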;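 further: Pro5 are CHO cells carrying HIG-tagged alpha-DG that lacks glycosylation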
# PDI inh: blocks human protein disulfide isomerase activity. P07237. PDI insulin aggregation turbidity, A650, 90 min. inhibition, % at 10 µM. actives 0.052% (n = 350,000);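 active means mean inhibition across replicates of 30% or more, whatever share of single replicates reach that level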;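 further: absorbance from insulin aggregation driven by PDI reduction with DTT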
# Starred values were filed as active, the others as inactive; . = no result given.
# The first 4 entries, ahead of the listing:
SMILES,ABCB6 inh 2,iPSC survival up,Vif imaging,Exocytosis inh,m5-HT2A agonist,H9c2 protect,CaV13 FRET inh,N-glyco inh,aDG glyco act,PDI inh
CCOC(=O)Cn1ccc(NC(=O)c2ccc3c(c2)OCO3)n1,101,-0.4,4,-8,-4,1,-7,1,0.3,-7
COc1ccccc1N1CCN(C(=O)C(OC(C)=O)c2ccccc2)CC1 (centres undefined),109,0.9,8,0,4,4,-5,-2,-0.2,-7
CCC1CCCCN1C(=O)NC(=O)c1ccccc1 (centres undefined),88,-0.5,-9,15,-1,-1,.,0,-0.1,0
CN(C)C(=O)COC(=O)c1cc(Cl)cc(Cl)c1N,93,-1.8,6,-6,1,-2,.,-1,0.1,-2

# Main list, from the first entry:
SMILES,ABCB6 inh 2,iPSC survival up,Vif imaging,Exocytosis inh,m5-HT2A agonist,H9c2 protect,CaV13 FRET inh,N-glyco inh,aDG glyco act,PDI inh
CCOC(=O)Cn1ccc(NC(=O)c2ccc3c(c2)OCO3)n1,101,-0.4,4,-8,-4,1,-7,1,0.3,-7
COc1ccccc1N1CCN(C(=O)C(OC(C)=O)c2ccccc2)CC1 (centres undefined),109,0.9,8,0,4,4,-5,-2,-0.2,-7
CCC1CCCCN1C(=O)NC(=O)c1ccccc1 (centres undefined),88,-0.5,-9,15,-1,-1,.,0,-0.1,0
CN(C)C(=O)COC(=O)c1cc(Cl)cc(Cl)c1N,93,-1.8,6,-6,1,-2,.,-1,0.1,-2
CCN(CC(=O)Nc1ccccc1C(F)(F)F)C(=O)CN1C(=O)NC(C)(c2ccc3ccccc3c2)C1=O (centres undefined),100,-0.4,33,4,3,-3,-6,6,0.6,3
Cc1ccc(/C=N/N2CCN(c3ccncc3S(=O)(=O)N3CCCCC3)CC2)cc1,91,-2.1,-2,0,3,-13,.,1,-0.1,-10
CC(=O)c1ccc(CCCCCCCCCC(=O)O)s1,.,3.1,3,-1,3,-1,-5,0,-0.2,-4
O=S(=O)(c1ccccc1)c1ccc(N2CCCCCC2)cc1,96,-0.4,13,53,1,-13,-17,1,-0.1,8
CCC1CN(C(=O)N2CCC(C(=O)NCc3cccc(OC)c3OC)CC2)c2cc(C)ccc2O1 (centres undefined),97,-0.5,0,-2,0,4,-2,-2,0.1,0
CCOc1ccc(Cl)cc1S(=O)(=O)NC1CCCC1,95,0.5,2,-2,1,-3,-5,1,0.5,-14
CCN(CC(=O)NCc1ccc(F)cc1)C(=O)c1cccc(S(=O)(=O)N(C)c2ccc(OC)cc2)c1,92,0.7,-7,-4,1,2,-15,-2,-0.1,-2
COc1ccccc1/C=C/C(=O)NNC(=O)c1cc(C)oc1C,98,-0.4,-5,6,8,5,-4,0,0.0,-3
O=C(NCC(O)CO)c1ccc2[nH]c3ccccc3c2c1 (centres undefined),100,0.0,-33,-3,1,-8,.,1,0.1,-6
CCC(=O)c1ccc(N2CCCCC2)c(F)c1,103,-1.4,1,1,-1,-8,-5,1,-0.2,18
CC1(c2ccccc2)NC(=O)N(CC(=O)Nc2ccc(N3CCOCC3)cc2)C1=O (centres undefined),95,-0.5,-1,0,10,2,-5,1,-0.2,1
CCCCN(C)C(=O)c1ccc(Nc2nc(C(N)Cc3ccc(C(F)(F)F)cc3)cs2)nc1 (centres undefined),96,-4.6,-4,22,2,-27,-5,-1,-0.6,11
COCCNC(=O)C(=O)NCC(c1ccc2c(c1)OCO2)N1CCN(c2ccc(F)cc2)CC1 (centres undefined),99,-0.5,4,0,-9,0,-10,1,0.2,1
O=C(NN=Cc1ccccc1OC(F)F)c1ccc(NS(=O)(=O)c2cccs2)cc1,95,-0.1,11,0,-1,28,-15,-1,-0.1,-4
CCOc1cc(CNCCc2c[nH]c3ccccc23)cc(Cl)c1OCC(N)=O,100,-0.7,-6,1,-3,5,-5,-1,0.0,3
COC(=O)C1=C(C)N(Cc2ccccc2)C(=NCCCCO)N[C@H]1CCc1ccccc1,91,-3.1,-3,-7,1,0,-9,-3,0.4,2
O=C1CC2(CCN(C(=O)c3ccc(Br)cc3)CC2)Oc2ccccc21,94,1.8,-4,-4,-1,-8,-3,-3,-0.2,-11
CCn1c(=O)cc(SCC(=O)N2CCN(Cc3ccc4c(c3)OCO4)CC2)c2ccccc21,97,1.2,.,3,-1,-2,-4,9,0.1,-1
COc1ccc(-n2c(-c3ccc(Br)cc3)nc(=S)c3c2CCCC3)cc1,99,-0.6,10,0,0,3,-8,-2,0.4,3
CC(=O)NC1=NN(C(C)=O)C(C)(c2cccnc2)S1 (centres undefined),95,-0.6,-4,0,7,3,-2,0,-0.1,1
Cn1ncc2c(N3CCC(Cc4ccccc4)CC3)ncnc21,99,1.9,-5,-1,1,-18,-5,-1,5.4,-2
# Remaining list, next part:
SMILES,ABCB6 inh 2,iPSC survival up,Vif imaging,Exocytosis inh,m5-HT2A agonist,H9c2 protect,CaV13 FRET inh,N-glyco inh,aDG glyco act,PDI inh
O=C(O)CCSc1ncnc2sc(-c3ccccc3)cc12,99,-0.3,0,-2,-4,-7,-5,3,-0.1,-3
CCCCc1oc2ccccc2c1C(=O)c1cc(I)c(OCCN(CC)CC)c(I)c1,94,2.2,-2,18,-10,-27,-6,-2,2.4,9
CS(=O)(=O)N1CCN(c2ccc(NC(=O)C(c3ccccc3)c3ccccc3)cc2)CC1,100,0.6,-6,-1,0,1,-7,-4,0.0,-5
N#C/C(=C\c1ccc[nH]1)C(=O)NCC1CCCO1 (centres undefined),105,-0.5,0,3,13,0,3,1,-0.1,-8
NC1=NC[C@H](Cc2ccc(O)cc2)N1CCc1cccc2ccccc12,101,-1.0,2,-4,-15,16,0,1,-0.2,24
Cc1ccc(C(=O)N/C(=C/c2ccco2)C(=O)Nc2cccc(C)c2)cc1,101,0.2,2,1,-6,5,.,1,-0.1,-7
CC1(C)CC(=O)C(Sc2nnc(-c3ccc(O)cc3)n2CC2CCCO2)C(=O)C1 (centres undefined),103,-0.4,9,-2,1,2,-6,4,0.1,5
COc1ccc(C(C)=O)cc1COc1ccc(-n2cnnn2)cc1,90,-1.6,-13,-2,0,15,.,0,0.4,1
O=C1C=C(N2CCCCC2)C2(CCCCC2)O1,97,3.3,3,-2,-4,7,-5,0,0.8,4
CCNC(=S)NNC(=O)c1csc2c1CCC(C)C2 (centres undefined),99,-1.8,13,0,0,1,0,-1,0.1,-8
c1nc(N2CCC3(CC2)OCCO3)c2[nH]cnc2n1,102,1.4,-4,2,-1,10,-17,-1,-0.2,14
Cc1ccc(C(=O)Nc2nc(C)c(C(=O)N(C)C)s2)o1,88,0.5,8,1,1,-9,-6,-1,0.0,4
Cc1nn2c(=O)cc(CSc3ccccc3NC(=O)c3ccccc3)nc2s1,99,-0.4,-7,1,-6,2,-15,0,-0.2,3
CCOc1ccc(NS(=O)(=O)c2ccc(OCC(=O)NCCCOC)cc2)cc1,99,1.3,4,-1,3,-1,-7,-2,0.0,0
Cc1ccsc1C(=O)OCC(=O)NCCc1ccccc1,97,-2.4,-2,1,4,5,-6,3,0.3,-12
COc1ccc(C(=O)NCc2cccs2)cc1S(=O)(=O)N1CCOCC1,100,-0.6,-4,-1,-3,2,-4,3,-0.1,1
Cn1nc([N+](=O)[O-])c(C(C#N)c2nc3ccccc3n2C)c(Cl)c1=O (centres undefined),102,-0.8,-1,71*,-4,23,-8,7,0.2,11
Cc1ccc2[nH]c(=O)c(CC=C(Cl)Cl)c(C)c2c1,107,2.5,-7,1,5,-1,-4,0,0.4,7
COc1cc(OC)c(N(C)S(=O)(=O)c2cccc(C(=O)OCC(=O)N3CCOCC3)c2)cc1Cl,95,-0.8,28,-1,-4,6,-6,2,-0.3,3
COc1cccc(Oc2cncnc2-c2ccc(OC)cc2O)c1,96,-0.2,-4,1,-2,10,-5,-4,0.2,-14
Cc1ccc(/C=N/N2CCN(Cc3ccccc3)CC2)cc1,103,1.3,16,-1,-4,-2,-7,-1,-0.1,8
Cc1ccc(-n2ncc3c(=O)n(CC(=O)OCc4ccccc4)cnc32)cc1,95,-1.4,2,2,1,-1,-8,-1,-0.1,-4
CCN1CCN(C(C)C(=O)Nc2c(C)n(C)n(-c3ccccc3)c2=O)CC1 (centres undefined),102,0.9,.,0,1,5,-4,-2,0.3,-7
CCC(CC)NC(=O)c1nn(Cc2ccccc2)c(=O)c2ccccc12,100,-0.3,-8,12,1,11,-2,1,0.0,-26
Cc1nn(Cc2cccc(F)c2)c(C)c1NC(=O)c1c(Cl)cnn1C,94,2.5,5,-1,0,-2,-6,-1,-0.1,1
# (continued)
SMILES,ABCB6 inh 2,iPSC survival up,Vif imaging,Exocytosis inh,m5-HT2A agonist,H9c2 protect,CaV13 FRET inh,N-glyco inh,aDG glyco act,PDI inh
Cc1cc(C)nc(SCC(=O)c2ccc(F)c(C)c2)n1,94,0.2,-3,-4,36*,2,-5,1,0.0,-2
CCOC(=O)c1ccc(Nc2cc(C)nc(-c3ccccc3)n2)cc1,99,-0.4,-10,-12,-6,-7,-19,12,0.6,0
CCOC1=C2[C@@H](CN(S(=O)(=O)c3ccc(C)cc3)[C@H]2c2ccccc2Cl)[C@H]2C(=O)N(Cc3ccccc3)C(=O)[C@H]2C1,99,1.3,24,-2,-6,-2,-7,-7,-0.2,.
COc1ccc2[nH]cc(C(=O)C(=O)N3CCCCC3)c2c1,96,2.6,-13,3,-7,3,.,4,0.1,.
O=[N+]([O-])c1nn(-c2ccc3c(c2)OCCO3)n(O)c1=NCc1ccc(F)cc1Cl,101,-0.2,1,1,5,-6,-5,-6,0.0,-5
CCCCN(CC)CCNC(=O)c1cn(-c2ccc(Cl)cc2)c(=O)c2ccccc12,93,-1.4,6,-1,-6,4,-5,-5,0.0,-13
CCOC(=O)c1cnc(-n2nc(C)cc2C)nc1NCCc1ccccc1,101,-0.7,-7,8,0,61*,-8,-7,3.3,13
CC1c2ccccc2N(NC(=O)Cc2ccccc2)C1C (centres undefined),98,1.2,6,1,-2,5,-4,1,0.0,-3
COc1cccc(CNCCc2c[nH]c3ccccc23)c1OCc1ccccc1,95,-1.4,-7,65*,0,-12,-6,-13,1.7,7
CCn1c(CCCNC(=O)c2ccco2)nc2ccccc21,92,-0.6,-6,4,2,4,-2,-1,0.2,-2
CC(=O)OC[C@H]1O[C@@H](n2ccc(=O)[nH]c2=S)C(OC(C)=O)C1OC(C)=O (some centres undefined),103,-1.9,18,-2,0,-1,-5,2,-0.2,-5
Cc1ccc(Cc2c(C3CCCCC3)nc3cc(C)c(Br)c(C)n23)cc1,96,-0.2,.,-2,1,-5,-10,-7,-0.1,.
COC(=O)c1nn(-c2ccc3c(c2)CCN3C(C)=O)cc1O,99,-6.2,4,-5,4,-17,-5,-21,-0.1,5
Cc1ccc(CS(=O)(=O)CCC(=O)NCCCN2CCCC2)cc1,96,0.3,18,16,-2,2,-8,1,-0.1,-8
Cc1ccc(Cl)cc1NC(=O)C(Cc1ccccc1)N1C(=O)C2C3CCC(C3)C2C1=O (centres undefined),106,-1.6,-4,-4,-7,14,-7,-3,0.3,-3
O=C1CCCN1CCc1cccc2ccccc12,97,2.1,15,-13,-2,-2,-5,2,-0.1,1
COc1ccccc1CCNC(=O)C1CCN(c2nnc(C)c3c(C)n(-c4ccc(C)cc4)nc23)CC1,105,-0.5,-15,15,-9,-14,-15,-8,1.4,5
O=C(Nc1ccccc1C(=O)NCc1ccccc1)C1=CSCCO1,97,-0.3,24,-6,-10,-1,-1,1,0.2,-1
